High-throughput results from PubChem.
EphA4 KYL inhibition: EphA4 ligand-binding antagonists – biochemical, colorimetric, mouse EphA4, primary screen (AID 689). EphA4-AP binding to KYL peptide, pNPP A405; higher % means a stronger effect. inhibition, % at 10 µM; hits with a dose series show IC50 in µM. actives 0.1% (n = 62,000); in the data active = a potency from the dose series; inactive = the rest, 99 in 100 with inhibition below about 22%
Numbers without * were called inactive. The list is partial, so the mix of outcomes need not match the whole.

SMILES | EphA4 KYL inhibition
COc1ccccc1NC(=O)c1c(NC(=O)c2cccc(C)c2)sc2c1CCC2 | -2%
Cc1n[nH]c(C)c1S(=O)(=O)N(CC(=O)Nc1ccc2c(c1)OCCO2)c1ccc(C(C)C)cc1 | 5%
Cc1cc(C)c(S(=O)(=O)N2CCN=C2c2ccccc2)cc1C | -3%
Cc1ccc(C)c(N2CCN(C(=O)CN(C)S(=O)(=O)c3cnc[nH]3)CC2)c1 | 1%
COC(=O)c1ccc(NC(=O)CSCc2ccccc2)cc1 | 1%
CCCCCCn1c(N2CCC(C(N)=O)CC2)nc2c1c(=O)n(C)c(=O)n2C | -3%
CCOc1cc(C2C(C(=O)OCC(C)C)=C(C)N=C3SCCC(=O)N32)ccc1OC(C)=O (configuration not stated) | -1%
CCn1c(SCc2nc(-c3ccc(Cl)cc3)no2)nnc1-c1ccco1 | -6%
O=CN1CCN(c2nc(-c3ccccc3)c3cc(Cl)ccc3n2)CC1 | 13%
COc1ccc(CNS(=O)(=O)c2ccc(S(=O)(=O)N3CCCCC3)cc2)cc1 | -3%
COc1ccc(NC(=O)c2cc(S(=O)(=O)N3CCS(=O)(=O)CC3)ccc2Cl)cc1 | -10%
Cn1c(=O)c2c(nc(CN3CCN(C(=O)c4ccco4)CC3)n2CCc2ccccc2)n(C)c1=O | -17%
O=C(COc1ccccc1Cl)NC(=S)N1CCc2ccccc21 | -6%
Cc1ccc(NC(=O)c2cc(NC(=O)CCCC(=O)O)ccc2Cl)cc1Cl | 10%
COc1ccc(-n2c(SCC(=O)N3CCCC(C)C3)nnc2-c2cccnc2)cc1 (configuration not stated) | 0%

Five entries from above, reformatted.
Compound	EphA4 KYL inhibition
O=CN1CCN(c2nc(-c3ccccc3)c3cc(Cl)ccc3n2)CC1	13%
Cc1cc(C)c(S(=O)(=O)N2CCN=C2c2ccccc2)cc1C	-3%
CCOc1cc(C2C(C(=O)OCC(C)C)=C(C)N=C3SCCC(=O)N32)ccc1OC(C)=O (configuration not stated)	-1%
COc1ccc(-n2c(SCC(=O)N3CCCC(C)C3)nnc2-c2cccnc2)cc1 (configuration not stated)	0%
O=C(COc1ccccc1Cl)NC(=S)N1CCc2ccccc21	-6%

More entries:
SMILES | EphA4 KYL inhibition
Cc1ccc(CNC(=O)CCc2nc(-c3cccs3)no2)cc1 | -10%
CC1=C(C(=O)OCC(C)C)C(c2ccccc2Cl)NC(=O)N1C (configuration not stated) | 4%
O=[N+]([O-])c1ccc(-c2nc3ccc([N+](=O)[O-])cc3[nH]2)cc1 | -15%
COC(=O)c1ccc(-n2c(C)cc(/C=N/n3cnnc3)c2C)cc1 | -14%
COc1cc(S(=O)(=O)N2CCOCC2)ccc1F | -18%
CCc1ccc(NC(=O)CC2C(=O)Nc3c2c(=O)n(C)c(=O)n3C)cc1 (configuration not stated) | -22%
CCOC(=O)C1=C(CN2c3ccccc3CC2C)NC(=O)NC1c1ccccc1 (configuration not stated) | -6%
O=C(Oc1oc(-c2ccco2)nc1C=Nc1ccc(Cl)cc1)c1ccco1 | -3%
CSc1nc(=O)n(-c2ccc3ccccc3c2)c(C)c1C(C)=O | 0%
COc1ccccc1NC(=O)c1c(NC(C)=O)sc2c1CCCC2 | -2%
COc1ccc(OCc2nn3c(-c4cccc(OC)c4)nnc3s2)cc1 | -1%
COc1cccc(C(=O)N2CCN(Cc3ccco3)CC2)c1OC | -10%
COCCCNC(=O)COc1cccc(C)c1 | 6%
O=c1[nH]c2ccccc2nc1C(F)(F)C(F)F | -11%
COc1ccc(Br)cc1CNC(=O)C1CCN(S(=O)(=O)N2CCCC2)CC1 | -3%
Cc1ccc(SCC(=O)Nc2cccc(C(=O)NC(C)(C)C)c2)cc1 | -11%
OCc1csc(=Nc2ccccc2)n1-c1ccccc1 | -1%
COc1ccc(N2C(=O)CC(Cc3ccc(Br)cc3)C2=O)cc1 (configuration not stated) | 7%
O=C(c1coc2ccc(O)c(CN3CCCCC3)c12)C1CC1 | -2%
CN(c1ccccc1)S(=O)(=O)c1cc(C(=O)c2nccn2C)ccc1Cl | 5%
COC(=O)c1cccc(NC(=O)CN2CCN(c3ccc(OC)cc3)CC2)c1 | -1%
CCc1ccc(NC(=S)Nc2cccc(OC)c2)cc1 | -6%
CCCCOc1ccc(C(=O)Nc2ccccc2OC(C)C)cc1 | -4%
CCOc1cccc(C(=O)Nc2nnc(-c3cccs3)s2)c1 | -14%
O=C(Nc1ccc(Nc2ccccc2)cc1)c1ccc(Br)o1 | -10%
CCC(C)NCCOCCOc1ccccc1-c1ccccc1 (configuration not stated) | -22%
CCOc1ccc(CNC(=O)CCn2c(=O)oc3ccccc32)cc1OC | -7%
CC(CN1CCN(C)CC1)OC(=O)c1ccccc1 (configuration not stated) | -6%
CC(=O)OCCn1c(=O)c2cc3c(=O)n(CCOC(C)=O)c(=O)c3cc2c1=O | -49%
O=C(NCc1ccccc1)c1c[nH]c2ccc(S(=O)(=O)Nc3ccc4c(c3)OCCO4)cc2c1=O | -1%
COc1ccccc1/C=C1\SC(=S)N(Nc2nc(C)cc(C)n2)C1=O | -12%
Cc1nc2ccccc2n1S(=O)(=O)c1ccc(Br)cc1 | -2%
CC1(C)NC(=O)N(CCOCCOc2c(Cl)cc(Cl)cc2Cl)C1=O | 6%
Cc1ccc([N+](=O)[O-])cc1N1C(=O)C2C3C=CC(CC3)C2C1=O (configuration not stated) | -4%
O=C1c2ccccc2C(=O)N1CC(O)COCc1ccccc1 (configuration not stated) | -9%
CC(C)COC(=O)C1C(=O)CC(C)(O)C(C(=O)OCC(C)C)C1c1cccnc1 (configuration not stated) | -10%
CCOc1cccc(SCc2noc(C(=O)NC(C)C)c2C(=O)O)c1 | -9%
O=C(NCCOc1ccccc1)C(c1ccccc1)c1ccccc1 | -5%
COc1c2occc2c(OC)c2c(=O)cc(C(F)(F)C(F)(F)F)oc12 | -3%
CC1CCN(CCOc2cc(Cl)ccc2Cl)CC1 | -6%
Cc1cccnc1NC(=O)C1CCN(S(=O)(=O)c2ccc3c(c2)CCC(=O)N3)CC1 | -5%
COc1ccc2oc(=O)c(C(=O)Nc3ccc(S(N)(=O)=O)cc3)cc2c1 | 14%
Cc1cccc(/C=C2/SC(=O)N(Cc3ccccc3Cl)C2=O)n1 | -6%
Cn1c(CNS(=O)(=O)c2ccc(Cl)cc2)n[nH]c1=S | -6%
COc1cc(NC(=O)CSCC(=O)Nc2cccc(C(F)(F)F)c2)c(Cl)cc1Cl | 1%
CCOC(=O)/C=c1\s/c(=C(\C#N)C(=O)NC)n(-c2ccccc2)c1=O | -7%
O=[N+]([O-])C1=CC=C2C(=NC3(CCCCC3)N2O)C1=NC1CCCCC1 | -4%
OCCNCC1(O)C2CC3CC(C2)CC1C3 (configuration not stated) | -6%
Cc1ccc(Cl)cc1NC(=O)c1ocnc1C | 4%
CCOc1ccc(NC(=O)C2CCN(C(=O)NCc3ccccc3)CC2)cc1 | 0%
Nc1nc(Cl)cc(N2CCC(c3cc(-c4ccc(Cl)cc4)n[nH]3)CC2)n1 | -13%
Cc1ccccc1Cn1c2ccccc2c2cn[nH]c(=O)c21 | -3%
CCN(CC)CCCNC(=O)C1CCC(=O)N(c2ccc(OC)cc2)C1c1ccc(F)cc1 (configuration not stated) | -26%
Cc1ccccc1-c1nc(CS(=O)CC(=O)NCCN2CCN(Cc3ccccc3)CC2)c(C)o1 (configuration not stated) | -9%
Fc1ccc(NC(=S)NN=C2CCCCCC2)cc1 | -12%
Cc1ccc(OCC(=O)NCc2ccccn2)c(Br)c1 | -2%
O=C1/C(=C/c2ccccc2OCc2ccc([N+](=O)[O-])cc2)SC(=S)N1Cc1ccccc1 | 26%
S=C(Nc1cccc(Cl)c1)Nc1ccccc1Oc1ccccc1 | -11%
Cc1ccc(N(CC(=O)NC(C)c2ccccc2)S(=O)(=O)c2cccs2)cc1 (configuration not stated) | -2%
Cc1cccc2nc(CSCc3ccco3)cn12 | 10%
(cont.)
SMILES | EphA4 KYL inhibition
O=C(Cc1csc(Nc2nc(=S)[nH]c3ccccc23)n1)NCc1cccc(Cl)c1 | -12%
O=C(NCCCN1CCOCC1)c1cn(-c2ccccc2)nc1-c1cccs1 | 0%
Cc1ccc(S(=O)(=O)NC2=C(N3CCN(c4ccccc4F)CC3)C(=O)c3ccccc3C2=O)cc1 | -9%
O=C(Nc1cccc(Oc2ccc3c(c2)C(=O)N(c2ccccc2)C3=O)c1)c1ccc([N+](=O)[O-])cc1 | 11%
CN(CCO)c1nc(N)c2c(N)nc3c(c2c1C#N)CC(=O)N3C1CCCC1 | -1%
NC(=O)c1ccc(-c2ncc(-c3ccccc3)o2)cc1 | -3%
COc1ccc(C2C(C#N)=C(C)NC3=C2C(=O)CC(C)(C)C3)cc1 (configuration not stated) | 0%
Nc1nc(-c2ccco2)cs1 | -7%
FC(F)(F)c1cc(Oc2ccc(Cl)cc2)nc(-c2ccccn2)n1 | 0%
Cc1c(N2C(=O)c3ccc(Br)cc3C2=O)c(=O)n(-c2ccccc2)n1C | -4%
CCOC(=O)c1cc(=O)n(Cc2ccccc2C)c2ccccc12 | 10%
CCOC(=O)C1CCN(C(=O)c2cn(-c3ccccc3)nc2-c2cccnc2)CC1 | -6%
CC(=O)N1CCC(Nc2ccc(C)cc2)CC1 | -2%
Cc1cc(NC(=O)c2cc3n(n2)C(C(F)(F)F)CC(c2ccco2)N3)no1 (configuration not stated) | -4%
CCOc1ccc(NC(=O)c2nn(C)cc2Br)cc1 | 0%

In a second layout: seven of the compounds above.
mol,EphA4 KYL inhibition
O=C(Nc1cccc(Oc2ccc3c(c2)C(=O)N(c2ccccc2)C3=O)c1)c1ccc([N+](=O)[O-])cc1,11%
CN(CCO)c1nc(N)c2c(N)nc3c(c2c1C#N)CC(=O)N3C1CCCC1,-1%
NC(=O)c1ccc(-c2ncc(-c3ccccc3)o2)cc1,-3%
COc1ccc(C2C(C#N)=C(C)NC3=C2C(=O)CC(C)(C)C3)cc1 (configuration not stated),0%
Nc1nc(-c2ccco2)cs1,-7%
FC(F)(F)c1cc(Oc2ccc(Cl)cc2)nc(-c2ccccn2)n1,0%
Cc1c(N2C(=O)c3ccc(Br)cc3C2=O)c(=O)n(-c2ccccc2)n1C,-4%

More results follow:
SMILES | EphA4 KYL inhibition
Cc1cccc(-c2c3c(=O)n(C)c(=O)n(C)c3cn2C2CCCCC2)c1 | -7%
O=C(O)CC(Cc1ccccc1)c1ccc2c(c1)OCO2 (configuration not stated) | -8%
CCN(CC)c1ncnc2c1cnn2C | -8%
O=S(=O)(c1cccs1)N1CN(Cc2ccccc2)c2nc3ccccc3nc21 | -4%
CCN(CC)CCNC(=O)Cn1nc(Cc2ccccc2)c2ccccc2c1=O | -14%
C=CCC(NCc1ccco1)c1ccc(OC)cc1 (configuration not stated) | -16%
CCc1ccc(-c2nc(CSCC(=O)N3CCN(c4ncccn4)CC3)c(C)o2)cc1 | 7%
C=CCn1c(-c2cccn(Cc3ccc(Cl)cc3)c2=O)n[nH]c1=S | -6%
O=C(NCCCCNC(=O)c1ccco1)c1ccco1 | -15%
O=C(Nc1ccc2c(c1)OCCO2)c1ccc(NC(=O)C2CCCO2)cc1 (configuration not stated) | -5%
O=C(Oc1ccccc1OC(=O)N1CCOCC1)N1CCOCC1 | 13%
CN1CCN(Cc2cc(=O)oc3ccc(Cl)cc23)CC1 | -6%
Cc1ccc(-n2ncc3c(N4CCN(c5ccccc5)CC4)ncnc32)c(C)c1 | 6%
CC(C)C(=O)Nc1cccc(C(=O)Nc2nccs2)c1 | -7%
Cc1csc(SC(C)C(=O)Nc2ccc(Cl)cn2)n1 (configuration not stated) | -9%
CCCNC(=O)CSc1nc(-c2cccs2)cc(C(F)(F)F)n1 | -12%
